# Myeloid diff MLP: myeloid differentiation induction; 1% of 360,000 active; calls only at 10 µM; ER-HoxA9 myeloid progenitors, lysozyme-GFP differentiation, flow cytometry;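 active = normalized GFP-positive differentiation at or above the plate's own cutoff, the solvent-only control mean plus 3 SD; inconclusive = no clear call, values can overlap the other calls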;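 note: cells exposed to compound for four days before flow analysis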
# West Nile virus CPE: West Nile virus antiviral activity, cell-based, CPE readout (AID 1621); West Nile virus-infected cells, CPE inhibition; higher % means a stronger effect; CPE inhibition, % at 10 µM, or IC50 in µM where a hit was titrated; 0.02% of 290,000 active; in the data active = a potency from the dose series; inconclusive = CPE inhibition mostly from about 3.7% at the one dose, without a potency; inactive = the rest, 99 in 100 with CPE inhibition below about 2.2%; note: strong numbers were not always called active
# Rac1 GTP hydrolysis: MgcRacGAP GTPase-activating activity inhibitors, confirmation, biochemical, ADP Hunter fluorescence; 0.6% of 340,000 active; one-dose inhibition, % at 30 µM; IC50 in µM for titrated hits; MgcRacGAP-stimulated Rac1 GTP hydrolysis, ADP Hunter fluorescence; higher % means a stronger effect; GST-tagged Rac1 F28L mutant substrate;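 active = first-screen hits whose inhibition reached a set limit at any dose in the follow-up dose series; inconclusive = inhibition above the set first-screen limit but never retested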;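 note: fluorescence reports GDP produced by GAP-driven GTP hydrolysis; strong numbers were not always called active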
# bCat nuc transl: modulators of beta-catenin nuclear translocation; AID 1665; HeLa beta-catenin nuclear translocation, immunofluorescence imaging; 0.3% of 190,000 active; nuclear translocation activity, % at 5 µM;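 active = nuclear translocation activity above 50% at 5 µM, with a well cell count of 50 or more; inconclusive = wells under 50 cells across six images, flagged as toxic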;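 note: per-cell ratio of nuclear to cytoplasmic median beta-catenin stain intensity; plate controls were DMSO negative control for no effect and GSK-3 inhibitor IX positive control for full effect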
#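 Test system: human HeLa cells, native beta-catenin. Compound dosing: 5 µM primary single dose, 0.1% DMSO, 0.02–20 µM confirmation series. Incubation: compound exposure 24 h at 37°C. Detection: beta-catenin immunostaining with DAPI counterstain, 20x imaging, 6 fields/well. Read-out basis: Nuclear/cytoplasmic beta-catenin signal ratio, % activation.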
# WT yeast gro inh: growth inhibition of WT yeast, mitochondrial fusion screen; mitochondrial fusion phenotypic screen, WT strain; inhibition, % at 10 µM; 2.1% of 190,000 active; AID 1362; in the data active = inhibition above about 58%; tested in S. cerevisiae
# T cell modulator: T cell immune modulators affecting CD8 T cell-vesicle binding | 2C CD8+ T cell-vesicle binding, flow cytometry; hits give low values | 0.068% of 330,000 active | calls only at 7 µM;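 active = response, share of CD8 T cells binding vesicles, and their 90th percentile fluorescence all below set limits, cut at about 80% in these data, passing the limit was not always enough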
#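 Read-out – percent CD8+ FL2 mean versus row control · System – murine 2C transgenic CD8+ T lymphocytes · Times – 1.5 h cell–vesicle binding at 37 °C, then 20 min icy labelling · Control set – naked vesicles low, QL9 vesicles with vehicle high · Detection – cytometric PE anti-B7-1 and Alexa647 anti-CD8 signals after 1% paraformaldehyde fixation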
# PhoP inhibition: PhoP-dependent GFP reporter repression – Salmonella Typhimurium, primary screen (AID 1863); one-dose inhibition, % at 50 µM; IC50 in µM for titrated hits; 0.16% of 300,000 active; S. Typhimurium PhoP-regulated promoter GFP reporter, 4 h; higher % means a stronger effect;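 active = inhibition over 29.93%, a cutoff 3 SD above the screen mean, later confirmed by dose response; inconclusive = inhibition over 29.93% but no dose response follow-up; inactive = inhibition at most 29.93% or unconfirmed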;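 note: 0% = low Mg2+ inducing control and 100% = high Mg2+ repressing control; strong numbers were not always called active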
# Large T inhibition: SV40 large T antigen inhibitors, biochemical (AID 1903); SV40 large T antigen ATPase/helicase inhibition assay; higher % means a stronger effect; inhibition, % at 20 µM, or IC50 in µM where a hit was titrated; 0.39% of 310,000 active; in the data active = a potency from the dose series; inconclusive = inhibition mostly from about 32% at the one dose, without a potency; inactive = the rest, 99 in 100 with inhibition below about 32%; note: strong numbers were not always called active
# RSV antiviral HEp-2: RSV antiviral activity via CPE protection, HEp-2 cells, primary 10 µM value included (AID 2391) | HEp-2 cells, RSV-induced CPE inhibition; higher % means a stronger effect | CPE inhibition, % at 10 µM; hits with a dose series show IC50 in µM | 0.13% of 310,000 active; in the data active = a potency from the dose series; inconclusive = CPE inhibition mostly from about 23% at the one dose, without a potency; inactive = the rest, 99 in 100 with CPE inhibition below about 21%; note: strong numbers were not always called active
# WT yeast gro inh mutant strain: recorded beside WT yeast gro inh, whose call it bears; inhibition, %; mitochondrial fusion phenotypic screen, mutant strain inhibition
# bCat nuc transl cell count 5 µM: recorded beside bCat nuc transl, whose call it bears; cell count; measured here: cell count, cytotoxicity flag
# T cell modulator vesicle-bound %: further read-out of T cell modulator, marked with its call; double positive events, %; measured here: CD8+ vesicle-bound cell fraction;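 binding gate set so that unloaded-vesicle control wells show 10% double positive cells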
# Myeloid diff MLP GFP+ MAC1+ %: also measured in Myeloid diff MLP; calls as there; GFP+ MAC1+ double positive, %; measured here: differentiation confirmed by MAC1 staining
# An asterisk follows results filed as active; i = inactive; ? = inconclusive; . = no result given; + = active, no number.
Compound	Large T inhibition	PhoP inhibition	bCat nuc transl	RSV antiviral HEp-2	Myeloid diff MLP	West Nile virus CPE	T cell modulator vesicle-bound %	WT yeast gro inh mutant strain	Myeloid diff MLP GFP+ MAC1+ %	Rac1 GTP hydrolysis	bCat nuc transl cell count 5 µM	T cell modulator	WT yeast gro inh
CCOc1ccc(CCNC(=O)COC(=O)/C=C/c2ccccc2)cc1OCC	6.5%	11.6%	.	0.8%	i	.	20.9	.	1.3	6.8%	.	i	.
C=CCc1cccc(/C=C/c2cc(=O)c3ccccc3[nH]2)c1O	4.7%	1.2%	-3.0	4.4%	i	-1.0%	48.4	-3.7	0.6	-5.8%	542	i	-3.2
O=C(CN(Cc1ccco1)S(=O)(=O)c1ccccc1)N/N=C/c1ccccc1C(=O)O	-3.6%	1.2%	3.6	0.0%	i	1.8%	41.8	-0.1	1.1	8.1%	1010	i	4.2
CCn1cc(C(=O)NCc2ccco2)c2cc(OC)c(OC)cc2c1=O	18.7%	5.8%	-1.5	0.8%	i	0.7%	17.6	9.9	0.7	-2.0%	444	i	12.2
O=C(O)c1nn(-c2cccc(C(F)(F)F)c2)ccc1=O	-2.8%	26.1%	.	0.6%	i	0.3%	57.7	.	0.2	1.4%	.	i	.
CCN(CC)CCNC(=O)c1ccc2c(c1)ncn2C1CCCCC1	-1.6%	10.9%	0.1	-1.6%	i	0.1%	32.9	-6.8	0.3	14.8%	1423	i	7.6
Cc1nnc(SCCN2CCOCC2)n1C	9.7%	8.9%	2.8	1.4%	i	0.3%	56.0	-14.8	0.4	23.8%	572	i	-8.9
O=C(Nc1ccc(N2CCOCC2)c(Cl)c1)c1ccc2c(c1)OCCO2	8.6%	4.8%	0.6	3.6%	i	0.9%	22.8	4.4	0.4	7.6%	1512	i	1.4
COc1cc(OC)c(-c2c3cc(O)c(=O)cc-3oc3cc(O)c(O)cc23)cc1OC	1.73µM*	-195.2%	4.7	-0.9%	+	-0.7%	52.9	57.7*	3.2*	?	1032	i	59.4*
O=C(NCc1cccnc1)c1ccc(S(=O)(=O)Nc2ccccc2)cc1	7.0%	1.7%	.	2.8%	i	.	62.3	.	0.3	2.2%	.	i	.
O=C(O)C1CCN(C(=O)c2cccc3ccccc23)CC1	4.6%	3.9%	.	1.5%	i	-0.7%	21.3	.	1.1	-1.1%	.	i	.
COc1ccc(N/C(=C(/C(Cl)=C(Cl)Cl)[N+](=O)[O-])n2nnc3ccccc32)cc1	17.4%	-11.8%	.	2.8%	.	0.5%	11.1	11.3	.	.	.	i	0.8
CCOC(=O)CN1C(=O)C(=O)N(Cc2ccccc2F)C1=O	6.6%	-2.8%	.	0.4%	i	0.1%	64.6	.	0.5	5.4%	.	i	.
COc1ccc(NC(=O)CO/N=C/C(=O)Nc2ccccc2C)c([N+](=O)[O-])c1	.	.	.	0.8%	i	.	11.6	.	1.5	5.7%	.	i	.
CCCCOc1ccc(CC2CCC(=O)NC2=O)cc1 (centres undefined)	22.5%	-4.6%	-0.5	0.3%	i	-0.1%	34.9	12.1	0.3	-0.1%	1498	i	-6.8
Cc1cc(OC(=O)c2ccccc2Br)cc(=O)n1C	22.9%	8.2%	1.1	0.1%	i	0.5%	1.4	-12.9	0.6	6.7%	1327	i	-21.9
COc1ccc(NC(=O)CNS(=O)(=O)c2cccs2)c(OC)c1	3.1%	-4.0%	0.8	1.2%	i	-0.4%	.	18.6	3.3	1.0%	1074	.	1.9
O=C(O)CC(c1cccc2ccccc12)n1cccc1 (centres undefined)	-1.9%	-3.3%	-1.5	1.4%	i	-0.7%	29.0	1.3	0.9	11.2%	1447	i	-4.5
CC(C)CCc1noc(CN(C)CCC2CCOCC2)n1	23.2%	-11.9%	-1.1	2.7%	i	-0.8%	24.5	.	0.3	11.9%	1340	i	.
Cc1ccccc1NC(=O)COC(=O)c1c(-c2ccccc2)noc1C	.	.	.	0.8%	i	.	6.0	.	1.3	6.4%	.	i	.
CC(=O)Nc1cccc2c1C(=O)N(c1ccccc1OC(C)=O)C2=O	4.4%	23.2%	0.6	-2.3%	i	0.4%	31.8	-12.7	0.5	0.5%	1013	i	3.9
N#CC(c1cccc(C(F)(F)F)c1)(c1ncc(C(F)(F)F)cc1Cl)N1CCOCC1 (centres undefined)	0.5%	-2.4%	.	0.1%	i	-0.5%	33.3	.	0.8	7.8%	.	i	.
CCOC(=O)/C=C1\SCC(=O)N1CC(=O)NC(C)c1ccccc1 (centres undefined)	8.1%	3.4%	-2.0	2.2%	i	-0.3%	52.8	-4.7	0.7	1.6%	1012	i	-5.6
CCN(C(=O)COC(=O)c1cnc(C)cn1)C1CCCCC1	19.2%	-9.4%	5.0	0.0%	i	0.2%	34.7	4.2	0.6	8.6%	502	i	0.3
Cc1ccc(C(C)C)cc1OCC(=O)N/N=C/c1ccc2c(c1)OCCO2	-13.4%	28.4%	-3.7	17.2%	i	0.1%	16.3	-1.8*	0.6	5.0%	603	i	76.9*
COc1cc2c(cc1OC)C(c1cccc([N+](=O)[O-])c1)=NCC2	7.8%	-1.2%	.	0.6%	i	0.8%	62.7	.	0.8	-6.6%	.	i	.
Nc1cc(N)cc(-c2nc3ccccc3o2)c1	.	.	.	-0.2%	i	-0.2%	42.8	2.2	1.8	10.0%	.	i	17.2
O=S(=O)(NC1CCCCC1)c1ccc(Cl)s1	-0.2%	-5.5%	0.5	-1.6%	i	-0.6%	7.8	-3.1	9.2	0.1%	979	i	-11.7
COC(C[C@H](O)C[C@@H](O)COCc1ccccc1)OC	.	-6.0%	0.3	.	i	-0.6%	.	.	1.7	-1.0%	1463	.	.
Cc1cc(C)c(C(N)=O)c(Cl)n1	-4.6%	5.8%	0.2	1.6%	i	0.1%	26.8	-2.3	1.0	-3.4%	1041	i	10.1
C/C(=N\NC(=O)COc1ccc(C)cc1Br)c1cc([N+](=O)[O-])cs1	4.3%	-3.6%	0.1	?	i	-0.6%	40.8	-7.3	0.2	-22.9%	1488	i	4.5
O=C(O)c1ccc2c(c1)C(=O)N(N1C(=O)c3ccccc3C1=O)C2=O	11.8%	-17.1%	-0.3	0.7%	i	0.0%	46.5	10.5	0.2	9.7%	1201	i	-10.9
O=C(c1ccccc1)n1nc(-c2ccccc2)nc1NCc1ccco1	2.1%	15.8%	.	1.0%	i	.	44.4	68.2	1.9	1.7%	.	i	64.0
COc1cc(C(=O)OCC(=O)c2c[nH]c3ccccc23)ccc1OCC(=O)N1CCOCC1	5.1%	6.9%	-5.5	0.6%	i	0.0%	19.3	13.0	1.1	2.0%	1041	i	6.3
Cc1ccc(C(=O)c2c[nH]c(C(=O)NCCCN3CCOCC3)c2)cc1	-2.8%	4.3%	.	-0.5%	i	-0.2%	18.6	.	0.8	5.3%	.	i	.
CCOC(=O)C1=C(c2ccccc2)N=C2SCC(=O)N2C1c1ccc(O)c(OC)c1 (centres undefined)	-2.1%	31.8%	.	-0.9%	i	0.3%	47.5	6.5	7.1	13.3%	.	i	8.2
COc1ccc(NC(=O)NNC(=O)C(C)Oc2ccc3ccccc3c2)cc1OC (centres undefined)	16.5%	-0.7%	.	2.0%	i	-0.7%	17.0	.	0.6	12.5%	.	i	.
CCOC(=O)COc1ccccc1C1Nc2ccccc2C(=O)N1c1cccc(Cl)c1 (centres undefined)	-1.0%	-2.7%	.	2.1%	i	-0.5%	14.7	6.0	3.4	0.3%	.	i	3.0
COc1ccc(C2CC(=O)c3c(C)nc(N4CCN(c5ccccc5)CC4)nc3C2)cc1 (centres undefined)	10.0%	13.6%	-0.2	2.8%	i	-0.3%	31.5	-1.1	0.4	7.2%	933	i	15.2
COC(=O)c1ccccc1N(C)S(=O)(=O)c1cc2c(cc1C)OCC(=O)N2	33.8%	-3.0%	-0.2	7.1%	i	-0.3%	40.7	7.3	0.0	3.3%	1112	i	-10.7
Cc1ccccc1NC(=O)/C=C/c1cccs1	4.2%	0.2%	4.3	-0.3%	i	-0.3%	18.1	-4.1	0.5	3.5%	1088	i	-5.4
COc1ccc2nc3oc(C(=O)Nc4ccc(OC)c(OC)c4)cc3cc2c1	11.9%	-6.0%	.	3.8%	i	-0.1%	34.0	-5.1	0.9	9.4%	.	i	-3.5
COc1ccc(N2CCN(C(=O)CSc3nnnn3C3CC3)CC2)cc1	.	.	.	0.4%	i	.	36.8	.	0.8	16.6%	.	i	.
Cc1ccccc1NC(=O)NCCCN1CCCC1=O	18.4%	-1.5%	.	2.2%	i	-0.1%	54.0	.	0.8	3.4%	.	i	.
Oc1ccccc1C(=S)N1CCCCC1	0.7%	3.8%	-1.9	-0.3%	i	0.2%	7.4	-9.7	1.1	14.5%	1227	i	-0.4
CCOC(=O)c1c(/N=C/c2cc(OC)cc([N+](=O)[O-])c2O)sc(C)c1C	16.1%	-4.6%	-0.1	5.1%	i	-0.2%	5.6	18.3	0.1	14.0%	1078	i	15.7
CCOc1ccc(NC(=O)C(=O)NCCN2CCN(S(=O)(=O)c3ccc(C)cc3)CC2)cc1	12.5%	-5.3%	.	1.9%	i	?	15.8	.	0.3	6.9%	.	i	.
Cc1nc(S(=O)(=O)c2ccc(Cl)cc2)c(N(C)C)o1	.	-1.2%	.	-0.8%	i	0.1%	9.4	.	0.5	11.8%	.	i	.
Cc1ccc(N/N=C/c2ccncc2)cc1	-0.7%	19.4%	.	6.8%	i	-1.4%	25.3	.	0.1	9.8%	.	i	.
CCn1c(SCC(=O)NNC(=O)Cc2ccccc2)nnc1-c1ccccc1	2.8%	6.1%	-0.3	1.4%	i	-0.2%	.	4.2	0.8	-1.3%	1339	.	-12.5
CCOC(=O)C1=C(C)N(CC)C(=S)NC1c1ccc(Cl)cc1 (centres undefined)	1.1%	1.6%	-2.4	4.2%	i	-0.8%	45.0	5.6	0.6	3.9%	1141	i	44.1
CCC(C)[C@H](NC(=O)NCc1cccs1)C(=O)OC (some centres undefined)	9.3%	5.8%	-1.4	-0.4%	i	1.4%	27.3	-28.2	0.9	3.6%	925	i	-3.4
